# Screening results as filed in PubChem.
# Pf growth 48h – P. falciparum growth inhibition at 48 hours (one generation) | hit rate 5.9% among 310,000 | P. falciparum luciferase growth in erythrocytes, 48 h | AID 504832 | Potency, µM (titrated, usually from 28.7 µM), without a hit: at the top dose activity change, negative = inhibition, usual class: inhibitors; further: potency means the concentration at half of the fitted maximal effect; on the % scale 0 is the no-effect control and ±100 the full control effect
#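 Parasite viability was followed by luminescence of a genomically integrated firefly luciferase. Cultures held 0.1% parasitemia at 2% hematocrit (final), incubated under 5% CO2 at 37 C.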
# Shiga toxin inh – inhibitors of Shiga toxin in Vero cells; AID 2315; inhibition, % at 38.7 µM; Vero cells, Shiga toxin protein synthesis inhibition reporter; hit rate 9.2% among 290,000; in the data active means inhibition mostly above about 28%, no sharp cut-off; inactive means mostly below about 43%; further: 0% is about no effect
# Tb PYK inh – T. brucei pyruvate kinase inhibition | AID 624173 | hit rate 0.12% among 410,000 | Potency, µM (top dose mostly 76.8 µM), for the others: at the top dose activity, negative = inhibition, usual class: inhibitors | TbPYK enzyme, Kinase-Glo Plus ATP luminescence, 45 min | Q57TT1; further: potency means the concentration at half of the fitted maximal effect; on the % scale 0 is the no-effect control and ±100 the full control effect; nearly all actives have a fitted effect of over 50% in size
#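 ADP (130 uM final) triggers the TbPYK reaction after compound addition; incubation is 45 min at room temperature. Kinase-Glo Plus is then added and luminescence imaged. Normalized data are fitted to concentration-effect curves.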
# AMA1-RON2 inh – inhibitors of Plasmodium falciparum AMA1-RON2 interaction; hit rate 0.2% among 360,000; Potency, µM (series often up to 58.2 µM), for the others: at the top dose activity change, negative = inhibition, hits mostly inhibitors; AID 720542; AlphaScreen AMA1-biotinylated RON2 peptide binding;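 further: potency means the concentration at half of the fitted maximal effect; 0% = vehicle wells and -100% = peptide control; nearly all actives have a fitted effect of over 45% in size; some results filed as inactive show a strong effect at the top dose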
#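 AMA1 (3D7) with his tag at 25 nM final met compounds first, then biotinylated RON2 peptide at 25 nM; detection used donor plus acceptor beads, 10 µg/mL apiece, read by AlphaScreen after 30 min at room temperature.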
# Pf growth 96h – P. falciparum growth inhibition at 96 hours. hit rate 6.9% among 320,000. Potency, µM (series often up to 28.7 µM), for the others: at the top dose activity change, negative = inhibition, most hits filed as inhibitors. P. falciparum luciferase reporter growth, 96 h; further: potency means the concentration at half of the fitted maximal effect; on the % scale 0 is the no-effect control and ±100 the full control effect
#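 Compounds incubated with erythrocytes infected by luciferase-expressing P. falciparum (2% hematocrit, 0.05% parasitemia final) for 96 hours, 37 C in 5% CO2. Growth inhibition scored as decreased luciferase luminescence.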
# CHX counter – counter-screen hit for Shiga toxin inhibitors, cycloheximide; max response, %; cell reporter, cycloheximide protein synthesis inhibition counterscreen; hit rate 12% among 300,000; in the data active means max response mostly above about 13%, no sharp cut-off; inactive means mostly below about 14%; further: read at 38.3 µM for the half of the compounds with a filed dose; 0% is about no effect
# LmPK inhibitor – LmPK (Leishmania mexicana) enzyme inhibition; Q27686; purified LmPK, Kinase-Glo ATP luminescence, 1 h; Potency, µM (titrated, usually from 57.5 µM), without a hit: at the top dose activity change, negative = inhibition, most hits filed as inhibitors; hit rate 0.37% among 290,000; further: potency means the concentration at half of the fitted maximal effect; on the % scale 0 is the no-effect control and ±100 the full control effect
# Target sequence (Q27686 whole entry, looked up): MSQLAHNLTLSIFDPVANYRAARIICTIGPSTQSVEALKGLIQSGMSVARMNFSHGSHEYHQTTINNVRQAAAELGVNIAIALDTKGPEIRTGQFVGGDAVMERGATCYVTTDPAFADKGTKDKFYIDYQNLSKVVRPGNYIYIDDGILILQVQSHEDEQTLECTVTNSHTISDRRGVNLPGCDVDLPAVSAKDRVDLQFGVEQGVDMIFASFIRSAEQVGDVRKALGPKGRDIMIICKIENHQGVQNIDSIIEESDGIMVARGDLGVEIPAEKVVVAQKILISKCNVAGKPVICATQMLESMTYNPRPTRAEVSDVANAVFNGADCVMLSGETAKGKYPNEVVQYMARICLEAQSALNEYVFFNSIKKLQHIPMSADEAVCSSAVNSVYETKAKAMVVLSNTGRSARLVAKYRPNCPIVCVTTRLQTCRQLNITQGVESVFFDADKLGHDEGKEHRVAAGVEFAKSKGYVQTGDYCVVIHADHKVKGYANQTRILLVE
#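 Pyruvate kinase activity monitored as ATP production (luciferase luminescence). Conditions: 0.1 nM enzyme, 0.5 mM PEP, 0.1 mM ADP, 1 h, RT; normalized against uninhibited and no-enzyme wells.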
# An asterisk follows results filed as active; u = inconclusive; x = not tested or not shown; & = joins results of further samples; [ ] = remark or other dose. Unless noted, the call rests on the fitted dose curve; in most records, active means well fitted curve in the direction sought with a large enough effect; inconclusive means small, poorly fitted or top-dose-only effect, or another doubt; inactive means no such curve, though single readings can be large; an effect the other way counts as inactive or inconclusive. The order is random; any-hit rate near 21%.
SMILES	Pf growth 48h	Shiga toxin inh	Tb PYK inh	AMA1-RON2 inh	Pf growth 96h	CHX counter	LmPK inhibitor
COc1ccccc1N1C(=O)CC(N2CCc3ccccc32)C1=O (centres undefined)	u	27	-3%	-9%	2%	10	-2%
Cc1ccccc1C(=O)NC(=S)Nc1ccc(Oc2ccc(Cl)cc2)cc1	u	-3	36%[activator]	-6%	-14%	-1	-1%
N#CCc1c(C#N)c(N)nc(N2CCN(C=O)CC2)c1C#N	-9%	-9	1%	2%	-7%	-1	0%
O=C(NCc1ccc(C(=O)N2CCC3(CC2)OCCO3)cc1)c1ccc2c(c1)OCO2	2%	-9	-2%	-3%	-101%	13	-3%
CC1=C(C(=O)OC2CCCC2)C(c2coc3ccccc3c2=O)C2=C(CCCC2=O)N1 (centres undefined)	u	-9	0%	5%	5%	9	7%
COc1cccc(NC(=O)CN(C)C(=O)CNC(=O)c2sc3ccccc3c2Cl)c1	u	x	2%	14%	4%	x	x
COc1ccc(S(=O)(=O)N2CCOC2CNC(=O)C(=O)NCc2ccco2)cc1OC (centres undefined)	7%	-7	0%	6%	-4%	-3	1%
CCOc1ccc(N2CC(C(=O)Nc3nnc(Cc4ccc(OC)c(OC)c4)s3)CC2=O)cc1 (centres undefined)	u	27	-22%	0%	11%	-4	6%
Cn1c(Cc2ccccc2)nnc1SCC(=O)Nc1ccccc1	0%	-4	6%	8%	39%[activator]	-1	-2%
CN(CC(=O)NCc1ccccc1Cl)S(=O)(=O)c1ccc2c(c1)n(C)c(=O)c(=O)n2C	u	-7	1%	-2%	-6%	1	1%
COc1ccccc1CNC(=O)Cn1cccc1	-7%	-1	2%	3%	23%	-2	0%
COc1ccc(NS(=O)(=O)c2cc(N)ccc2N2CCOCC2)cc1	16%	-4	-23%	4%	283%[activator]	-7	0%

# Rewritten with values under each structure: nine of the compounds above
# Values run as follows: Pf growth 48h, Shiga toxin inh, Tb PYK inh, AMA1-RON2 inh, Pf growth 96h, CHX counter, LmPK inhibitor
> Cc1ccccc1C(=O)NC(=S)Nc1ccc(Oc2ccc(Cl)cc2)cc1
→ u, -3, 36%[activator], -6%, -14%, -1, -1%
> N#CCc1c(C#N)c(N)nc(N2CCN(C=O)CC2)c1C#N
→ -9%, -9, 1%, 2%, -7%, -1, 0%
> O=C(NCc1ccc(C(=O)N2CCC3(CC2)OCCO3)cc1)c1ccc2c(c1)OCO2
→ 2%, -9, -2%, -3%, -101%, 13, -3%
> CC1=C(C(=O)OC2CCCC2)C(c2coc3ccccc3c2=O)C2=C(CCCC2=O)N1 (centres undefined)
→ u, -9, 0%, 5%, 5%, 9, 7%
> COc1cccc(NC(=O)CN(C)C(=O)CNC(=O)c2sc3ccccc3c2Cl)c1
→ u, x, 2%, 14%, 4%, x, x
> COc1ccc(S(=O)(=O)N2CCOC2CNC(=O)C(=O)NCc2ccco2)cc1OC (centres undefined)
→ 7%, -7, 0%, 6%, -4%, -3, 1%
> CCOc1ccc(N2CC(C(=O)Nc3nnc(Cc4ccc(OC)c(OC)c4)s3)CC2=O)cc1 (centres undefined)
→ u, 27, -22%, 0%, 11%, -4, 6%
> Cn1c(Cc2ccccc2)nnc1SCC(=O)Nc1ccccc1
→ 0%, -4, 6%, 8%, 39%[activator], -1, -2%
> CN(CC(=O)NCc1ccccc1Cl)S(=O)(=O)c1ccc2c(c1)n(C)c(=O)c(=O)n2C
→ u, -7, 1%, -2%, -6%, 1, 1%

# Carrying on:
SMILES	Pf growth 48h	Shiga toxin inh	Tb PYK inh	AMA1-RON2 inh	Pf growth 96h	CHX counter	LmPK inhibitor
Cc1ccc(-n2ncc3c2CC(C)(C)CC3NC(=O)CCc2cnn(C)c2)cc1 (centres undefined)	-10%	-4	8%	-5%	u	-4	-1%
COc1ccc(S(=O)(=O)N[C@@H](Cc2ccccc2)C(=O)N2CC[C@@]3(O)CCCC[C@H]3C2)cc1	-21%	4	-3%	5%	x	-5	0%
CCOc1ccc(CN2CCN(Cc3[nH]c4ccccc4c3C)CC2CCO)cc1 (centres undefined)	u	-23	-8%	-12%	10µM*	-3	-3%
Cc1nc(=O)c(-c2ccccc2)c(C)n1-c1ccccc1C(=O)O	9%	-4	-7%	7%	x	-1	-1%
S=c1nc(NCc2ccc3c(c2)OCO3)c2ccccc2[nH]1	30%	1	5%	48%[activator]	u	13	-13%
CCCCCCC(O)(CCN1CCCCC1)c1ccccc1 (centres undefined)	11%[0.00184 µM]	-7	1%	-1%	18%	-4	-10%
Fc1ccc(CSc2ccc3nnc(-c4cccs4)n3n2)cc1	11%	-6	-5%	-5%	u	-2	-1%
Cc1ccc(C(=O)NCC(=O)OCC(=O)Nc2ccc3[nH]c(=O)[nH]c3c2)cc1	-6%	x	1%	5%	35%	x	x
CCOc1cc(/C=N/NC(=O)CCn2nnc3ccccc32)ccc1O	2%	26	4%	31%[activator]	17%	-1	2%
O=C(CSc1nc(NS(=O)(=O)c2ccccc2)cc(=O)[nH]1)Nc1ccc(Cl)cc1	9%	-4	-12%	0%	u	-1	-4%
CCOc1ccccc1-c1nc(-c2cc3ccc(C)cc3[nH]c2=O)no1	9.3µM*	14	5%	4%	-6%	-2	0%
O=C(c1ccc(Cl)cc1)c1cnc(Nc2ccccc2)s1	108%[activator]	26	-8%	1%	346%[activator]	8	0%
Cc1ccc(Cl)c(NC(=O)COC(=O)c2ccccc2C(=O)c2ccc(Cl)c([N+](=O)[O-])c2)c1Cl	-29%	-10	-1%	0%	-24%	-1	2%
O=C(NC(=S)Nc1cccc(Cl)c1N1CCCCC1)c1cccs1	u	-1	2%	-9%	u	2	0%
CC(=O)N(C)C1(c2nnnn2CCOC(=O)Nc2cccc3ccccc23)CCCC1	6%	-3	5%	1%	x	-2	-1%
CC1(C)C2([N+](=O)[O-])CN(CCO)CC1([N+](=O)[O-])CN(CCO)C2	5%	14	4%	40%[activator]	-11%	-1	-1%
CCOC(=O)c1cc(C)sc1NC(=O)CSc1nnnn1C	-13%	-11	2%	0%	1.7µM*	-2	-5%
Cc1cc(C(=O)NCc2csc(-c3ccccc3)n2)no1	59%[activator]	95*	-4%	-7%	1%	51*	-7%
NC(=S)Nn1c(CCC(=O)O)ccc1-c1ccccc1	13%	15	-15%	-2%	u	-4	-1%
NNC(=S)Nc1ccccc1Cl	49%[activator]	86*	-23%	44%[activator]	u	43*	-2%
CC(C)(C)NC(=O)NC(=O)CN1CCN(C(c2ccccc2)c2ccccc2)CC1	u	1	5%	-3%	u	5	2%
COc1cccc(C(=O)NCC(c2cccs2)N2CCc3ccccc32)c1 (centres undefined)	u	x	-3%	u	u	x	x
COc1cc2c(cc1OC)C(C)N(S(=O)(=O)c1cnc(Cl)c(Cl)c1)CC2 (centres undefined)	u	-3	-1%	0%	u	11	-2%
CCc1ccc(Nc2n[n+](-c3ccccc3)c(-c3c(Cl)cccc3Cl)s2)cc1	10µM*	-1	-2%	u	u	0	3%
O=C(NC1CC1)C1=C[C@@H](c2ccc3c(c2)OCO3)C[C@@H](OCc2ccc(CO)cc2)O1	-15%	41	3%	-13%	13%	-1	2%
Cc1ccc(Sc2ccc(NC(=O)CCl)cc2)c(C)c1	8.3µM*	0	-6%	0%	u	-4	4%
O=C(Nc1nc(-c2cc(Cl)sc2Cl)cs1)c1ccccc1	x	167*	-1%	23%	u	49*	2%
COc1ccccc1-c1nnc(-c2ccc(N3CCOCC3)cc2)o1	u	62*	-15%	4%	1.7µM*	35*	-4%
COc1ccc(C(=O)N2CCN(Cc3cc(OC)c(O)c(OC)c3)CC2)cc1OC	-5%	4	5%	-18%	-9%	-1	4%
O=C(c1cccc(S(=O)(=O)N2CCCC2)c1)c1cccc(S(=O)(=O)N2CCCC2)c1	u	4	-3%	3%	-21%	2	4%
N#CC(C#N)=Cc1ccc(O)c(O)c1	u	x	-3%&4%	71%[activator]	u	x	x
O=C(NCc1ccc(F)cc1)c1cc2c(cc1Cl)N1CCCCCC1=NS2(=O)=O	4%	x	0%	10%	u	x	x
O=C(Nc1ccc(Oc2ccccc2)cc1)c1cnc2n(c1=O)CCS2	x	-3	6%	-5%	13µM*	11	4%
CCC(C)c1ccc(NC(=O)C2=CC=CN3CCS(=O)(=O)N=C23)cc1 (centres undefined)	136%[activator]	x	6%	-2%	185%[activator]	x	x
CCOc1ccc2nc(SCC(=O)Nc3ncccn3)[nH]c2c1	x	-6	1%	9%	26%	-1	-6%
O=C(NNc1cccc(Cl)n1)Nc1ccc(Cl)cc1	12%	-15	-1%	2%	29%	-3	5%
N#Cc1ccc(-c2ccc(OCC3CNC(=O)O3)cc2)cc1 (centres undefined)	35%[activator]	65*	-6%	-5%	0%	47*	-1%
CC#CC[N+](C)(C)CCCCCC	10µM*	23	5%	-12%	u	1	3%
COc1ccccc1N1CCN(C(CNC(=O)C2CCCCC2)c2cccnc2)CC1 (centres undefined)	u	-12	2%	-1%	u	-2	-2%
COC(=O)c1ccc(CN(C)S(=O)(=O)c2ccc(C)cc2)o1	-18%	10	-11%	1%	12%	-3	-5%
COc1ccc(CNC(=O)C2CCN(S(=O)(=O)c3cccc4nsnc34)CC2)cc1	19%	-3	-2%	1%	21%	0	1%
CCC(=O)NC(c1ccco1)c1cc(Cl)c2cccnc2c1OC (centres undefined)	u	x	-3%	x	u	x	x
COc1ccc(NC(=O)c2cc(Br)ccc2Cl)c([N+](=O)[O-])c1	-7%[5.75 µM]	-1	2%	-3%	1%	1	-2%
Cn1c(=O)c2c(nc(CN3CCN(Cc4ccccc4)CC3)n2Cc2ccccc2)n(C)c1=O	u	-11	x	x	u	-3	-2%
O=C(NCCN1CCOCC1)C1CCC(=O)N1C1CCCCC1 (centres undefined)	14%	-11	-10%	0%	21%	6	6%
CCC(C)c1ccc(O)c(NC(=O)c2cncc(Br)c2)c1 (centres undefined)	1µM*	23	0%	0%	-22%	-1	2%
O=C(N/N=C/c1ccc(OCc2cnc(Cl)s2)cc1)c1ccncc1	0%	6	5%	-9%	20%	10	1%
CCCn1c2ccccc2c2cnn(CC(=O)NCCCN3CCCCC3)c(=O)c21	-9%	-7	0%&4%	0%	u	-2	-5%
COCCn1c(=O)[nH]c2cc(C(=O)Nc3cccc(C(C)=O)c3)ccc2c1=O	-9%	2	1%&1%	5%	2%	-6	-5%
Cc1ccc2c(c1)C1CN(C)CCC1N2C(=O)/C(C#N)=C/c1ccc2c(c1)OCO2 (centres undefined)	-17%	-1	1%	-4%	6%	-2	-1%
NC(=NCCc1ccccc1)NS(=O)(=O)c1cccs1	-48%	7	2%	13%	9%	-5	10%
